# Wnt act: Wnt/beta-catenin pathway activation. activation, % at 9.35 µM. Wnt/beta-catenin reporter cell assay, activator, plate reader. hit rate 1.2% among 300,000; in the data active means activation above about 30%, passing the limit was not always enough;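 further: 0% = neutral control wells and 100% = positive control wells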
# Starred values were filed as active, the others as inactive. Not all compounds are listed; count on the stated rates, not on these rows.
Wnt act	Structure
-2	O=C(NCc1ccc(F)cc1)c1cc(C2CCCCN2C(=O)OCCF)on1 (centres undefined)
0	CN(C)CC(CCC(CN(C)C)C(O)(c1ccccc1)c1ccccc1)C(O)(c1ccccc1)c1ccccc1 (centres undefined)
-6	OC1CCC(Nc2ccn3nc(-c4cccc(OCc5ccccc5)c4)cc3n2)CC1 (centres undefined)
33*	CC[N+](C)(CC)CCC/C(=N/O)C(O)(c1ccccc1)c1ccccc1
0	CNc1cc(-c2cccc(N(C)C)c2)ncn1
-2	CCN(CC)C(=O)c1cccc(-c2csc(C(O)c3ccco3)n2)c1 (centres undefined)
-9	Cc1cccc(C)c1NC(=O)C(c1ccccc1)N1CCN(C)CC1 (centres undefined)
-2	COc1ccc(NC(=O)c2ccc(=O)[nH]c2)cc1S(=O)(=O)N1CCCCC1
-2	Fc1cccc(Cc2c(-c3cccc(Cl)c3)nc3c4ccccc4ccn23)c1
-1	NC(=O)CSc1nnc(-c2ccco2)n1-c1ccc(F)cc1
3	COc1ccc(NS(=O)(=O)c2ccc(-c3ccccn3)s2)cc1
-1	O=C1Cc2ccccc2C(=O)N1
14	COC1CCN(C(=O)c2cc(COc3cc(C)ccc3C)on2)CC1
1	CCCCNC(=O)C1(C)CCN1C(=O)c1ccc(C)c(F)c1 (centres undefined)
3	Cc1cc(Oc2cccnc2)ccc1NC(=O)Cc1c(C)[nH]c2ccccc12
2	O=C(Nc1cscc1S(=O)(=O)c1ccc(Cl)cc1)c1ccccc1Cl
-2	C/C(=N\NC(=O)CNC(=O)C(c1ccccc1)c1ccccc1)c1ccc(C)cc1
0	COc1ccc(CC(=O)Nc2nn(C)c3nc4c(C)cccc4cc23)cc1
-1	CC(C)Oc1ccc(CN2CCC2(C)C(=O)Nc2ccc3c(c2)OCO3)cc1 (centres undefined)
-1	Cc1ccc(NC(=O)CSc2nnc(NC3CC3)s2)cc1S(=O)(=O)N1CCOCC1

# Arranged by the number under Wnt act (ascending): 3 from the list above
Wnt act	Structure
2	O=C(Nc1cscc1S(=O)(=O)c1ccc(Cl)cc1)c1ccccc1Cl
3	Cc1cc(Oc2cccnc2)ccc1NC(=O)Cc1c(C)[nH]c2ccccc12
14	COC1CCN(C(=O)c2cc(COc3cc(C)ccc3C)on2)CC1

# Carrying on:
Wnt act	Structure
-2	CC1(C(=O)NCc2cccc(C(F)(F)F)c2)CCN1CCc1ccccc1 (centres undefined)
-2	CCCNC(=O)C1(C)CCCN(C(=O)c2ccccc2OC)C1 (centres undefined)
0	CC(C)CNc1cccc2c1S(=O)(=O)N[C@@H](C)CO2
-2	FC(F)(F)c1ccc(Cl)c(CN2CCN(c3ncc(Cc4ccccc4)cn3)CC2)c1
-3	COc1ccc(-c2nc3c(Cl)cc(C(F)(F)F)cn3c2Cc2cccc(Cl)c2)cc1OC
-1	COc1ccc(CN(C)C[C@H]2OCc3cnnn3CCCC(=O)N([C@H](C)CO)C[C@@H]2C)cc1
-1	COc1ccc(C(C)(O)c2nc(-c3cccc(NC(C)=O)c3)cs2)cc1 (centres undefined)
1	O=C(NN=Cc1ccc2c(c1)OCO2)c1ccc([N+](=O)[O-])cc1
-7	Cc1ccc(CNc2ncnc3ccc(-c4ccoc4C)cc23)o1
0	CN(C)C1CN(Cc2cn(Cc3ccc(C(F)(F)F)cc3)nn2)S(=O)(=O)C1 (centres undefined)
-2	CCCCN(C=O)c1c(CC)nc2ccc(C(=O)NCCOc3ccc(OC)cc3)cn12
-2	O=C(Nc1ccccc1)c1cc(C2CCCN(C(=O)C/C=C/c3ccccc3)C2)on1 (centres undefined)
1	CC(=O)Nc1ccc(C(=O)N2CCCC(c3cc(C(=O)Nc4ccccc4)no3)C2)cc1 (centres undefined)
-4	Cc1ccccc1-c1csc(C(O)(c2ccccc2)C(F)(F)F)n1 (centres undefined)
-1	CCCCNC(=O)c1nn2cc(Br)cnc2c1Br
-1	CCCCn1nnnc1C(c1ccccc1)N1CCN(C/C=C/c2ccccc2)CC1 (centres undefined)
-2	CC(C)Cc1nnc(NC(=O)C2CCCN(C(=O)c3ccc(Cl)cc3)C2)s1 (centres undefined)
-1	CCOC(=O)C1=CCN(S(=O)(=O)c2ccccc2Cl)C1c1cccc(F)c1 (centres undefined)
11	C[n+]1cccc(/C=N/Nc2nc(Cl)c(C#N)c(Cl)c2Cl)c1
-1	CC(C)n1c(=O)c2ccccc2n1Cc1cn(Cc2cccnc2)nn1
-24	CCN(CC)c1ccc(C(NC(=O)C(C)C)c2ccc3cccnc3c2O)cc1 (centres undefined)
-1	CC1(C(=O)Nc2ccccc2Br)CCN1C(=O)CC1CC1 (centres undefined)
-1	COCc1cccc(-c2csc(C(N)c3ccc(F)c(F)c3)n2)c1 (centres undefined)
-6	CC(=O)c1ccc(OCC(=O)Nc2nnc(C3CC3)s2)cc1
4	Cc1ccc(S(=O)(=O)NC(=O)C2(C)CCN2C(=O)c2c(C)noc2C)cc1 (centres undefined)
-10	CCCCc1c(-c2ccc(Cl)cc2)ncn1CCc1ccccc1OC
2	Nc1cc(=O)nc2cn[nH]n12
-2	Cc1ccc(S(=O)(=O)N2[C@@H](CO)CO[C@H]2CC(=O)OCc2ccccc2)cc1
-3	COC(=O)C[C@@H]1C=C[C@@H](NC(=O)CN(C)C)[C@@H](CO)O1
18	CCCCNC(=O)C1C(c2ccccc2)=Nc2ccccc2N1C(=O)c1ccc2c(c1)OCO2 (centres undefined)
-3	CCCCc1c(-c2ccccc2OC)ncn1Cc1c(Cl)cccc1Cl
-1	COc1cccc(C(NC(C)=O)c2nc(-c3ccc(F)c(Cl)c3)cs2)c1 (centres undefined)
-4	CC(C)(C)Cc1c(-c2ccc(Br)cc2)nc2ccc(Cl)cn12
-3	O=S1(=O)CC(N2CCN(CC3CC3)CC2)CN1CCc1ccccc1 (centres undefined)
-3	Cc1nc2ccc(NC(=O)c3ccccc3)cc2c(=O)n1Cc1ccc(F)cc1
-4	COC(=O)C1=C(C)N(Cc2ccccc2C(F)(F)F)C(=NCc2ccccc2)NC1c1cccc(F)c1 (centres undefined)
-6	COc1cccc2c1OC1(N3CCOCC3)CCCCC1C2C[N+](=O)[O-] (centres undefined)
-2	O=Cc1ccc2c(c1)OCCOCCOCCOCCO2
-3	Cc1ccc(N2CCN(C(=O)C(=O)c3ccc(F)c(F)c3)CC2)cc1
-3	O=[N+]([O-])c1ccc2cccnc2c1

# A draw from above in order of heavy-atom count, low to high:
Wnt act	Structure
2	Nc1cc(=O)nc2cn[nH]n12
-3	O=[N+]([O-])c1ccc2cccnc2c1
-3	COC(=O)C[C@@H]1C=C[C@@H](NC(=O)CN(C)C)[C@@H](CO)O1
-2	O=Cc1ccc2c(c1)OCCOCCOCCOCCO2
1	CCCCNC(=O)C1(C)CCN1C(=O)c1ccc(C)c(F)c1 (centres undefined)
-2	CCCNC(=O)C1(C)CCCN(C(=O)c2ccccc2OC)C1 (centres undefined)
14	COC1CCN(C(=O)c2cc(COc3cc(C)ccc3C)on2)CC1
-1	COc1cccc(C(NC(C)=O)c2nc(-c3ccc(F)c(Cl)c3)cs2)c1 (centres undefined)
0	COc1ccc(CC(=O)Nc2nn(C)c3nc4c(C)cccc4cc23)cc1
-2	C/C(=N\NC(=O)CNC(=O)C(c1ccccc1)c1ccccc1)c1ccc(C)cc1
-3	COc1ccc(-c2nc3c(Cl)cc(C(F)(F)F)cn3c2Cc2cccc(Cl)c2)cc1OC
-1	COc1ccc(CN(C)C[C@H]2OCc3cnnn3CCCC(=O)N([C@H](C)CO)C[C@@H]2C)cc1
-4	COC(=O)C1=C(C)N(Cc2ccccc2C(F)(F)F)C(=NCc2ccccc2)NC1c1cccc(F)c1 (centres undefined)
0	CN(C)CC(CCC(CN(C)C)C(O)(c1ccccc1)c1ccccc1)C(O)(c1ccccc1)c1ccccc1 (centres undefined)

# (further entries)
Wnt act	Structure
-4	COc1ccc(C(C#N)=Cc2ccccc2OC)cc1
-2	c1ccc(Cc2cnc(N3CCN(Cc4ccc5c(c4)OCCO5)CC3)nc2)cc1
5	CCC(CC)C(=O)N(C)c1c(C)nc2c(OCc3ccccc3C(=O)OC)cccn12
-2	O=C1NC[C@H](CCCCN2CCN(CCc3ccccc3)C(=O)C2=O)N(CCC2CCCCC2)C1=O
1	COc1ccc(C(=O)c2c(N)sc3c2CCN(C(=O)OC(C)(C)C)C3)cc1
-9	COc1ccc(-c2cc3nc(-c4ccccc4)cc(N4CCN(C(=O)c5ccccc5)CC4)n3n2)cc1
1	COc1cccc(CNC(=O)[C@H]2CCCN2C(=O)[C@H]2CCCN2C(=O)c2ccc(OC(F)(F)F)cc2)c1
-1	N#Cc1cccc(NC(=O)c2cc(C3CCCCN3C(=O)C3CC3)on2)c1 (centres undefined)
-2	COc1ccccc1S(=O)(=O)N(C)C[C@@H]1OCc2cn(nn2)CCCC(=O)N([C@H](C)CO)C[C@H]1C
-1	C[C@@H]1CN([C@H](C)CO)C(=O)CCCn2nncc2CO[C@H]1CN(C)Cc1cccc(C(=O)O)c1
-1	COc1cc(C(=O)N2CCCCC2c2cc(C(=O)Nc3ccccc3)no2)cc(OC)c1C (centres undefined)
-1	c1ccc(Oc2ccc(-c3cc(NCCc4cccnc4)n4nccc4n3)cc2)cc1
0	Cc1ccccc1CN1C[C@H]2CON(C)[C@H]2C[C@H]1c1cccc(Br)c1
0	COc1ccc(Cl)c(-c2cc(C(=O)NCc3ccc(C(F)(F)F)cc3)[nH]n2)c1
0	Cn1c(=O)c2cc(NC(=O)NCc3ccccc3)ccc2n1Cc1cccc(C(F)(F)F)c1
0	O=C(C[C@H]1C[C@H]2c3cc(NC(=O)CC4CC4)ccc3O[C@H]2[C@H](CO)O1)NCc1ccccc1F
2	CCc1ccc(CN2CCC(n3nccc3NC(=O)c3ccccc3OC)CC2)o1
2	C[C@H](CO)N1C[C@H](C)[C@H](CN(C)C(=O)c2ccc3ccn(C)c3c2)OCc2cnnn2CCCC1=O
0	CN(C)C(=O)C1=NOC2(C1)C(=O)Nc1ccccc12 (centres undefined)
-7	Cc1c(C(=O)NCc2ccc(Cl)c(Cl)c2)sc(=O)n1Cc1ccc(S(C)(=O)=O)cc1
7	Cc1ccc2nc(-c3ccc(Cl)cc3)c(Cc3ccsc3)n2c1
5	CN(C)C=Nc1ccc([N+](=O)[O-])c2ccccc12
0	CCOC(=O)Cc1ccc(Nc2nc3cc(-c4ccccc4C)sc3c(=O)n2C)cc1
-2	CC(=O)c1ccc(Nc2nc(C(N)Cc3ccc(Cl)cc3)cs2)cc1 (centres undefined)
-3	CSCCC(C(=O)NC(C)(C)C)n1c(-c2cccc(NC(C)=O)c2)nc2ccccc21 (centres undefined)
-7	COc1cccc(CNc2nc(NCC3CC3)nc3ccsc23)c1
-1	CN(C)Cc1csc(NC(=O)Nc2cccc(C(F)(F)F)c2)n1
4	Cc1cc(C)cc(Cn2c(C)c(C(=O)N(C)Cc3ccc(F)cc3)sc2=O)c1
-2	CCCCCC(=O)N1C[C@@H](n2cc(C3CC3)nn2)[C@H](O)C[C@@H]1c1ccc(C)cc1
1	C=CCON1C(=O)C(=O)N(OCC=C)[C@H]2CCCC[C@H]21
0	O=C(NCc1cccnc1)c1cc(C2CCCCN2S(=O)(=O)c2cccs2)on1 (centres undefined)
-3	Cc1cc(Br)cn2c(Cc3cccc(F)c3)c(-c3ccc(C#N)cc3)nc12
-2	CC(=O)Nc1cccc(-c2cc(NC(C)=O)c3ncc(-c4ccccc4)n3c2)c1
-2	O=c1cc(CN(Cc2ccccc2)Cc2ccccc2)c2ccccc2o1
-2	O=C(Nc1ccc(Cl)cc1C(=O)c1ccccn1)c1ccccc1
-3	COc1ccc(CC(=O)Nc2cc(S(=O)(=O)N3CCCCC3)ccc2OC(C)C)cc1OC
-7	CCCCc1c(-c2ccccc2OC)ncn1Cc1ccccc1Cl
1	CC#CC(=O)N1CCC(n2nccc2NC(=O)CCc2ccccc2)CC1
-1	CC(C)(C)c1cc(NC(=O)C2(C)CCN2C(=O)c2ccccc2CCc2ccccc2)no1 (centres undefined)
-2	CC(C)(C)S(=O)N1Cc2cc(C(=O)N3CCOCC3)nc(-c3cccc(Br)c3)c2[C@@H]1CCO (some centres undefined)
-4	CC(C)CC1NC(=O)c2cc3ccccc3cc2-n2c1nc1cc(Cl)ccc1c2=O (centres undefined)
1	CCOC(=O)C1=C(C(=O)OCC)C2N(Cc3ccc(Br)cc3)c3ccccc3[C@@]23C[C@@H](C(=O)OC)N(S(=O)(=O)c2ccc(C(F)(F)F)cc2)C3=N1 (some centres undefined)
3	O=C1NC(Cc2ccccc2)c2nc3ccc(F)cc3c(=O)n2-c2cc(Cl)ccc21 (centres undefined)
-1	O=C(NC1CCCC1)C1C(c2ccccc2)=Nc2ccccc2N1C(=O)c1cc(Cl)cc(Cl)c1 (centres undefined)
1	COCCN1C[C@@H](CO)O[C@@H](n2cnc3c(N4CCN(c5ccccc5)CC4)ncnc32)C1
-3	CC(=O)Nc1cccc(-c2ccnc3c2CC(C)(C(=O)NCC2CC2)O3)c1 (centres undefined)
-3	CN(C)CCNc1ncnc2c1ncn2[C@H]1CN(Cc2ccc(Cl)cc2)C[C@@H](CO)O1
4	CC(C)C(=O)Nc1nnc(-c2ccco2)s1
0	C[C@H]1CNC(=O)c2c(C(=O)NC3CCN(C(=O)OC(C)(C)C)CC3)ncn21
-2	CC(C)[C@@H]1Cc2[nH]n(C)c(=O)c2[C@H](c2ccc(Cl)cc2)O1
-2	O=C1NC[C@H](CCCCN2C[C@@H](Cc3ccccc3)N(CC3CCCCC3)C(=O)C2=O)N(CCC2CCCCC2)C1=O
-1	C=CCC1(CC=C)CC(Cc2cnccn2)N(C(=O)OC(C)(C)C)C1 (centres undefined)
-3	COC(=O)C[C@H]1C=C[C@@H](NS(=O)(=O)c2ccccc2)[C@@H](CO)O1
0	O=S1(=O)CC(N2CCN(c3ccccn3)CC2)CN1Cc1ccc(F)cc1 (centres undefined)
-2	CCOC(=O)C1=C[C@@H](c2ccccc2)N(S(=O)(=O)c2ccc(C)cc2)[C@H]1c1ccc(OC)cc1
0	c1ccc(COc2cccc(-c3cc4nc(NCCCn5ccnc5)ccn4n3)c2)cc1
-10	CCCCS(=O)(=O)N1C2=NC(C(=O)OCC)=C(C(=O)OCC)C3N(Cc4ccc(C#N)cc4)c4ccccc4[C@]23C[C@H]1C(=O)OC (some centres undefined)
-1	Cc1ccc(NC(=O)CNC(=O)C23CC4CC(CC(C4)C2)C3)nc1
-1	CC1(Cc2ccc(Cl)c(Cl)c2)C(=O)Nc2c(Cl)ccc(Cl)c21 (centres undefined)
